Mtb RmlCD inh = M. tuberculosis RmlC/RmlD coupled enzyme inhibitors, primary screen, biochemical, compound mixtures, 384-well, from 1536-well plates; 160,000 tested, 0.03% active; RmlC+RmlD coupled enzyme assay, percent inhibition; primary screen in compound mixtures; AID 1533, 2009; dTDP-4-dehydrorhamnose reductase (Mycobacterium tuberculosis (strain ATCC 25618 / H37Rv)) …; inhibition, % at 3.6 µM; in the data active = inhibition mostly above about 34%, no sharp cut-off; inconclusive = no clear call, values can overlap the other calls; inactive = mostly below about 22%; note: some results filed as inactive read as strong as hits
Target sequence (P9WH09 whole entry, looked up): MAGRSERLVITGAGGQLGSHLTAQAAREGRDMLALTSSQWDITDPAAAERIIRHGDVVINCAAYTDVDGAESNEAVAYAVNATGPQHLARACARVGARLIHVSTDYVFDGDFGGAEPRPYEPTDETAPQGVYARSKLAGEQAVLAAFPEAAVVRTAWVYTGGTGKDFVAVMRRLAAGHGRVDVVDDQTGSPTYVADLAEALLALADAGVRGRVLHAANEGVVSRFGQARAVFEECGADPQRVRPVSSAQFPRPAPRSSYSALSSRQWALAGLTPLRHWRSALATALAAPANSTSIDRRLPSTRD
Target sequence (P9WH11 whole entry, looked up): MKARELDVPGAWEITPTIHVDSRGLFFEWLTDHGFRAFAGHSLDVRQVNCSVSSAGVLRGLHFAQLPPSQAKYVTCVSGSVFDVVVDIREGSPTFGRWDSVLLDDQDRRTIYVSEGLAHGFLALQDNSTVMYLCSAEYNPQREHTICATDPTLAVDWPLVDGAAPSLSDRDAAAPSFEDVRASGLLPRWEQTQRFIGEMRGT
M. tuberculosis GlmU = inhibition of mycobacterial GlmU enzyme – biochemical, glucosamine-1-phosphate acetyltransferase (AID 1376); Bifunctional protein GlmU (Mycobacterium tuberculosis (strain ATCC 25618 / H37Rv)); M. tuberculosis GlmU acetyltransferase enzyme assay; higher % means a stronger effect; one-dose inhibition, %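 (tested at 30 µM in the primary screen)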; IC50 in µM for titrated hits; 220,000 tested, 0.25% active; in the data active = inhibition above about 13%; inconclusive = no clear call, values can overlap the other calls;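 note: 0% = complete reaction with vehicle and 100% = reaction without substrate; strong numbers were not always called active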
* hit, by the source's call; i = inactive; ? = inconclusive; / = no result given. Some of the compounds tested (hit frequency here may not be typical).

| SMILES | Mtb RmlCD inh | M. tuberculosis GlmU |
| --- | --- | --- |
| Cc1ccc2nc(-c3ccco3)c(Nc3ccccc3)n2c1 | -3 | 2.6% |
| CCOC(=O)N1CCN(C(=O)COc2ccccc2Cl)CC1 | 1 | 0.0% |
| C=CCn1c(SCc2csc(C)n2)nc2sc3c(c2c1=O)CCCC3 | 10 | / |
| CC(C)C(=O)Nc1cccc(-c2cnc3ccccc3n2)c1 | 3 | 6.4% |
| CCc1ccc(NC(=O)N(C2CCC(C)CC2)C2CCN(C(C)=O)CC2)cc1 (stereo not drawn) | 7 | -5.7% |
| CCCn1nnnc1SCC(=O)NCc1ccc(OC)cc1 | -12 | 0.5% |
| O=c1[nH]c2ccsc2c(=O)n1-c1ccc(F)c(Cl)c1 | 25 | -0.3% |
| CN(CC(=O)N1CCc2ccccc21)S(=O)(=O)c1ccc(Br)s1 | -7 | -3.2% |
| O=C(COC(=O)c1cc2c(s1)CCCC2)Nc1ccc(Cl)cn1 | -3 | -5.2% |
| COc1ccccc1/C=C1\Oc2cc(OC(=O)N3CCOCC3)ccc2C1=O | 7 | 9.8% |
| CC(Sc1ncc(C(F)(F)F)cc1Cl)C(=O)NCC1CCCO1 (stereo not drawn) | / | -2.2% |
| CC(NC(=O)CC1Sc2ccccc2NC1=O)c1ccccc1 (stereo not drawn) | -7 | 1.2% |
| COC(=O)c1nnn(-c2ccc(F)c(Cl)c2)c1C(=O)OC | 5 | -4.2% |
| COCCNCCOc1ccccc1-c1ccccc1 | 106 | 2.4% |
| COc1ccc(NC(=S)Nc2ccccn2)cc1 | / | -3.7% |
| Cc1cc(C)n(-c2ncccc2[N+](=O)[O-])n1 | -5 | -1.4% |
| Cc1onc(-c2ccccc2Cl)c1C(=O)N1C=CC(C(F)(F)F)=NCC1 | 7 | -2.3% |
| NC(=O)/C(=N\O)c1ccccc1 | -9 | 4.0% |
| O=C(CNc1ccc2ccccc2c1)N/N=C/c1ccc(OC(=O)/C=C/c2ccco2)cc1 | / | 4.1% |
| O=C(c1ccco1)N1CCN(c2ncnc3c2cnn3-c2ccccc2)CC1 | 44 | 0.8% |
| CCN(C(=O)COc1ncnc2scc(-c3ccc(F)cc3)c12)C1CCS(=O)(=O)C1 (stereo not drawn) | 5 | 1.9% |
| CCc1ncc(C(=O)c2ccc(OC)cc2)n1C | -11 | 2.4% |
| Cc1ccc(C(=O)N2CCC3(CC2)Oc2ccc(F)cc2C(=O)C32CC(c3ccc(Cl)cc3)=NO2)s1 (stereo not drawn) | 1 | 0.9% |
| CNC(C)C#Cc1ccc2oc3cc(C)c(C)cc3c(=O)c2c1 (stereo not drawn) | / | 5.0% |

Exported as labelled records: entries from further up
> Cc1ccc2nc(-c3ccco3)c(Nc3ccccc3)n2c1
  Mtb RmlCD inh = -3
  M. tuberculosis GlmU = 2.6%

> CC(C)C(=O)Nc1cccc(-c2cnc3ccccc3n2)c1
  Mtb RmlCD inh = 3
  M. tuberculosis GlmU = 6.4%

More compounds.
| SMILES | Mtb RmlCD inh | M. tuberculosis GlmU |
| --- | --- | --- |
| COC(=O)CSc1nc(NC#N)nc(NC(C)C)n1 | ? | 1.2% |
| CC[n+]1c(/C=C/N(C)c2ccccc2)sc2ccc(Cl)cc21 | -4 | 1.1% |
| CC(C)OC(=O)c1nnc(Cc2ccc(F)cc2)o1 | 4 | -6.3% |
| c1ccc(-c2cn(-c3ccccc3)c3ncnc(NCCCN4CCOCC4)c23)cc1 | -12 | 0.2% |
| COc1ccc(OC)c(-c2cc(C(=O)N3CCN(c4ccccc4)CC3)no2)c1 | -9 | -1.9% |
| CCN(CCO)Cc1csc2c(Br)cccc12 | -3 | 1.7% |
| N#Cc1c(N)nc(-c2ccccc2)nc1-c1ccccc1 | -10 | -4.9% |
| Cc1cc(C)cc(NC(=S)N2CCN(Cc3ccccc3)CC2)c1 | -38 | -1.3% |
| O=C1c2ccccc2C(=O)N1Cc1nc(-c2ccccc2)no1 | / | 4.2% |
| Nc1nc(NCCCN2CCOCC2)nc(Nc2ccccc2F)c1[N+](=O)[O-] | / | 3.1% |
| Cc1cc(C)n(-c2ccc(C(=O)O)cc2)n1 | -12 | 2.6% |
| Cc1cc(C)n(CC(O)COc2ccccc2C(=O)Nc2ccccc2)n1 (stereo not drawn) | 7 | 2.1% |
| CCOC(=O)C1CCN(C(=O)C2CCN(c3nc4ccc(OC)cc4s3)CC2)CC1 | 1 | -3.2% |
| CCOC(=O)CNC(=O)C(=O)c1c(O)[nH]c2ccccc12 | 9 | -0.1% |
| Cc1ccc(S(=O)(=O)c2nc(-c3ccc(F)cc3)oc2SCC(N)=O)cc1 | -12 | -0.7% |
| Fc1cccc(F)c1CSc1nc2ccccc2[nH]1 | 2 | 2.4% |

Shown as labelled records: part of the list above.
O=C1c2ccccc2C(=O)N1Cc1nc(-c2ccccc2)no1
  Mtb RmlCD inh = /
  M. tuberculosis GlmU = 4.2%
Nc1nc(NCCCN2CCOCC2)nc(Nc2ccccc2F)c1[N+](=O)[O-]
  Mtb RmlCD inh = /
  M. tuberculosis GlmU = 3.1%
Cc1cc(C)n(-c2ccc(C(=O)O)cc2)n1
  Mtb RmlCD inh = -12
  M. tuberculosis GlmU = 2.6%
Cc1cc(C)n(CC(O)COc2ccccc2C(=O)Nc2ccccc2)n1 (stereo not drawn)
  Mtb RmlCD inh = 7
  M. tuberculosis GlmU = 2.1%

Further entries follow.
| SMILES | Mtb RmlCD inh | M. tuberculosis GlmU |
| --- | --- | --- |
| CCc1cccc(C)c1NC(=O)C1C2CCC(O2)C1C(=O)O (stereo not drawn) | / | 5.5% |
| COc1cc(OC)c(NS(=O)(=O)c2cccc(C(=O)OCC(=O)NCC3CCCO3)c2)cc1Cl (stereo not drawn) | 0 | -4.5% |
| O=C(Nc1ccccc1)c1ccc(CSc2ncccn2)cc1 | / | 2.8% |
| COc1ccc(/C=N/NC(=O)c2ccc(COc3ccccc3Cl)o2)cc1 | 3 | / |
| CN(C)c1oc(-c2cccs2)nc1C#N | 15 | / |
| N#CCCNc1c(Cl)cc(Cl)cc1C(=O)O | / | 2.5% |
| CN1CCN(c2ccc(N)c(N3CCN(C)CC3)c2)CC1 | 7 | -2.2% |
| CN1CCN(Cc2ccc(-c3ccc(Cl)cc3)o2)CC1 | 11 | 1.8% |
| Cc1c(C(=O)NN)sc(=S)n1C | 7 | 5.8% |
| CCc1nnc(NC(=O)C(NC(=O)c2ccccc2Cl)C(C)C)s1 (stereo not drawn) | 5 | 1.8% |
| CC(C)CNC(=S)N1CCC(NC(=O)C23CC4CC(CC(C4)C2)C3)CC1 | / | -3.2% |
| CC(C)(C)OC(=O)Nc1ncnc2c1ncn2C1OC(CO)C2OC(C)(C)OC21 (stereo not drawn) | 8 | 12% |
| O=S(=O)(c1ccc2ccccc2c1)N1CCC(c2nc(-c3ccncc3)no2)CC1 | / | 1.4% |
| O=C(N/N=C/c1coc2ccccc2c1=O)c1cc2ccccc2o1 | 9 | 3.6% |
| Cn1/c(=N/N=C/c2ccc(N3CCOCC3)cc2)sc2ccccc21 | -10 | 4.8% |
| CC(=O)Nc1ccc(CN2CCCC(C(=O)c3ccc(C(F)(F)F)cc3)C2)cc1 (stereo not drawn) | 10 | -3.5% |
| COc1ccc(/C(O)=C2\C(=O)C(=O)N(c3cc(C)on3)C2c2ccc(OC)c(OC)c2)cc1OC (stereo not drawn) | / | 2.0% |
| COc1ccc(C(C)(C)C)cc1NC(=O)COC(=O)c1cc(SC)ccc1Cl | -8 | -4.0% |
| CCC(C)NC(=O)COC(=O)c1oc2ccccc2c1CSc1ccc(Cl)cc1 (stereo not drawn) | -12 | -4.5% |
| CCCCCC1CC1C(=O)N/N=C/c1ccc(N(C)C)cc1 (stereo not drawn) | / | -1.0% |
| O=C(CN(Cc1ccccc1)C1=NCCS1)c1ccccc1 | 10 | 0.1% |
| O=[N+]([O-])c1cccc(/C=C/c2nc(C=Nc3ccc4ccccc4c3)c(O)o2)c1 | i | / |
| C/C(CCc1ccc2c(c1)OCO2)=N\NC(=O)c1ccccc1Br | 8 | -1.6% |
| O=C(CSc1nc(-c2ccco2)cc(C(F)(F)F)n1)N1CCc2ccccc2C1 | / | -2.4% |
| CCOC(=O)c1c(-c2ccc(C)cc2)csc1NC(=O)CCN1CCOCC1 | / | -11% |
| O=C(CSc1nnc(-c2c[nH]c3ccccc23)o1)N1c2ccccc2CCc2ccccc21 | 10 | -0.9% |
| Cc1cc(C)nc(NC(=O)CSc2nc3cc(Cl)ccc3s2)n1 | 4 | -3.2% |
| Cc1cc(NC(=O)CSc2nnnn2Cc2ccccc2)no1 | 20 | -1.6% |
| CCN(CC)C(=O)N1CCN(S(=O)(=O)c2ccccc2)CC1 | -14 | -2.4% |
| C/C(=N\Nc1ccccn1)c1ccc(S(=O)(=O)NCc2ccco2)cc1 | -13 | 2.7% |
| O=C(NNC(=O)c1cc2cc(OC(F)(F)F)ccc2[nH]1)c1ccc(Cl)cc1 | 17 | -1.7% |
| Cc1ccccc1N(C(=O)Cc1ccsc1)C(C(=O)NC1CCCCC1)c1ccc(F)cc1 (stereo not drawn) | 1 | 0.6% |

The listing continues:
Below each compound: Mtb RmlCD inh	M. tuberculosis GlmU
- COc1cccc(-n2c(SCC(=O)N3CCOCC3)nnc2-c2c[nH]c3ccccc23)c1
    -5	-2.5%
- COc1ccccc1N1CCN(C2CCN(C(=O)c3cc(OC)c(OC)c(OC)c3)CC2)CC1
    -9	6.0%
- COc1ccc(S(=O)(=O)NNC(=O)c2cc3cc4ccccc4nc3s2)cc1
    -7	5.5%
- O=C(C[n+]1ccc(Cc2ccccc2)cc1)Nc1ccc([N+](=O)[O-])cc1Cl
    5	7.5%
- Nc1ccc(NC(=O)NC2CCCCC2)cc1
    24	2.1%
- O=c1ccc2[n+]([O-])c3ccc(O)cc3oc-2c1
    0	59µM*
- O=C(c1ccncc1)c1ccc(NS(=O)(=O)c2ccc(Br)s2)cc1
    2	6.1%
- CCOc1cc(C2C3=C(CCCC3=O)NC3=C2C(=O)CCC3)ccc1OCCO
    4	0.3%
- O=C(O)c1ccc2cc[nH]c2c1
    102	3.2%
- CCOC(=O)c1c(C)[nH]c(C)c1C(=O)CSc1nc2ccccc2n1CC
    8	-1.0%
- Cc1nn2c(=O)nc3sc4c(c3c2[nH]c1=O)CCCC4
    /	7.2%
- COC(=O)c1ccc(-c2noc(CN3C[C@H]4CC[C@H]3C4)n2)cc1
    /	-6.2%
- CCOc1ccc(OCCN2C(=O)NC3(CCCc4ccccc43)C2=O)cc1 (stereo not drawn)
    11	-1.3%
- NC(N)=N/N=C/c1ccc(Cl)c([N+](=O)[O-])c1
    -10	-0.2%
- c1nc(NCC2CCCO2)c2[nH]cnc2n1 (stereo not drawn)
    /	-0.6%
- CCN(CC)c1ccc(NC(=O)COC(=O)C23CCC(=O)N2c2ccccc2S3)cc1 (stereo not drawn)
    /	-16%
- N#CCc1nn(-c2ccccc2)c2ncnc(N)c12
    8	-0.9%
- CCC(=O)NCCn1c(C)cc2ccccc21
    5	-0.1%
- Cc1ccc(/C=C2\CCOC2=O)cc1
    9	/
- COc1ccc(CC(=O)OCC(=O)Nc2cccc(Cl)c2)cc1
    5	1.3%
- CCOCC(=O)Nc1cc(C(=O)Nc2ccccc2)ccc1Cl
    /	5.3%
- Cc1cc(C)n(-c2nnc(SCC(=O)NC3CCCC3)c3ccccc23)n1
    /	0.8%
- Cc1ccc([N+](=O)[O-])cc1NC(=O)c1ccc(-c2ccccc2)cc1
    3	3.5%
- COc1ccc(N=C2SC(C(=O)O)CC(=O)N2C)cc1 (stereo not drawn)
    /	-5.0%
- Cc1ccc(S(=O)(=O)N2CCC(C(=O)N[C@H](C(=O)N3CCN(C)CC3)C(C)C)CC2)cc1
    /	0.8%
- O=C(CSc1nc(SCC(=O)NCc2ccccc2)n(-c2ccccc2)n1)NCc1ccccc1
    12	-3.8%
- COCC(=O)Nc1ccc(C)c(Cl)c1
    /	-1.4%
- CC1C/C(=C/c2ccco2)C(=O)/C(=C/c2ccco2)C1 (stereo not drawn)
    -12	4.8%
- Nc1[nH]nc2nc(N3CCOCC3)nc(-c3ccccc3)c12
    4	0.1%
- CC(C)(C)C(=O)NC(=S)Nc1ccc(C(F)(F)F)cc1
    8	8.6%
- Cc1ccc(NC(=O)c2ccccc2)cc1
    /	-2.9%
- CCN(C(=O)COC(=O)c1cccn1C)C1CCS(=O)(=O)C1 (stereo not drawn)
    10	0.3%
- Cc1nnc(-c2cnn(-c3ccccc3)c2N)n1Cc1ccncc1
    7	-1.5%
- O=C(OCc1cncs1)c1ccccc1
    -12	-3.9%
- COc1ccc(NC(=O)c2cc(=O)c3ccccc3o2)cn1
    /	0.6%
- O=C1N/C(=N/S(=O)(=O)Cc2ccccc2)S/C1=C/c1ccc2c(c1)OCO2
    49	7.3%
- COc1cc(C2C(C#N)=C(N)Oc3c2oc(CO)cc3=O)cc(OC)c1OC (stereo not drawn)
    8	-1.2%
- CCn1c(CSc2nc3ccccc3s2)nnc1SCC(=O)c1ccc(O)c(O)c1
    /	5.1%
- Brc1cccc(-c2nnco2)c1
    /	11%
- N#Cc1cc([N+](=O)[O-])ccc1Oc1cccc(/C=N/NC(=O)c2ccc(Cl)cc2)c1
    /	-3.0%
- CC(=O)c1cc(-c2ccccc2)n(CCC(=O)NC2CCCC2)c1C
    -12	-1.2%
- CCn1cc(S(=O)(=O)N2CCN(Cc3ccc(F)cc3)CC2)cn1
    -7	-4.2%
- CCOC(=O)N1CCN(c2c(N3CCN(c4ccccc4OC)CC3)c(=O)c2=O)CC1
    /	6.7%

High-throughput results as filed in PubChem.
